# MLL CXXC-DNA inh: inhibitors of human MLL CXXC domain-DNA interaction. Q03164. MLL-CXXC / FITC-HOXA9 DNA fluorescence polarization. Potency, µM (top dose mostly 115 µM), inactives show top-dose activity change, negative = inhibition, usual class: inhibitors. hit rate 0.037% among 290,000; active = well fitted inhibition curve with a large enough effect in the polarisation, with a control signal flat, not every such curve was filed as active; inconclusive = small, poorly fitted or top-dose-only effect, or effect the other way, or a change in a side signal; inactive = no such curve, though single readings can be large or run the other way; the % refers to the polarisation; also: potency is read from the fitted curve at half-maximal effect
# Target sequence (Q03164 whole entry, looked up, the tested form may be a part): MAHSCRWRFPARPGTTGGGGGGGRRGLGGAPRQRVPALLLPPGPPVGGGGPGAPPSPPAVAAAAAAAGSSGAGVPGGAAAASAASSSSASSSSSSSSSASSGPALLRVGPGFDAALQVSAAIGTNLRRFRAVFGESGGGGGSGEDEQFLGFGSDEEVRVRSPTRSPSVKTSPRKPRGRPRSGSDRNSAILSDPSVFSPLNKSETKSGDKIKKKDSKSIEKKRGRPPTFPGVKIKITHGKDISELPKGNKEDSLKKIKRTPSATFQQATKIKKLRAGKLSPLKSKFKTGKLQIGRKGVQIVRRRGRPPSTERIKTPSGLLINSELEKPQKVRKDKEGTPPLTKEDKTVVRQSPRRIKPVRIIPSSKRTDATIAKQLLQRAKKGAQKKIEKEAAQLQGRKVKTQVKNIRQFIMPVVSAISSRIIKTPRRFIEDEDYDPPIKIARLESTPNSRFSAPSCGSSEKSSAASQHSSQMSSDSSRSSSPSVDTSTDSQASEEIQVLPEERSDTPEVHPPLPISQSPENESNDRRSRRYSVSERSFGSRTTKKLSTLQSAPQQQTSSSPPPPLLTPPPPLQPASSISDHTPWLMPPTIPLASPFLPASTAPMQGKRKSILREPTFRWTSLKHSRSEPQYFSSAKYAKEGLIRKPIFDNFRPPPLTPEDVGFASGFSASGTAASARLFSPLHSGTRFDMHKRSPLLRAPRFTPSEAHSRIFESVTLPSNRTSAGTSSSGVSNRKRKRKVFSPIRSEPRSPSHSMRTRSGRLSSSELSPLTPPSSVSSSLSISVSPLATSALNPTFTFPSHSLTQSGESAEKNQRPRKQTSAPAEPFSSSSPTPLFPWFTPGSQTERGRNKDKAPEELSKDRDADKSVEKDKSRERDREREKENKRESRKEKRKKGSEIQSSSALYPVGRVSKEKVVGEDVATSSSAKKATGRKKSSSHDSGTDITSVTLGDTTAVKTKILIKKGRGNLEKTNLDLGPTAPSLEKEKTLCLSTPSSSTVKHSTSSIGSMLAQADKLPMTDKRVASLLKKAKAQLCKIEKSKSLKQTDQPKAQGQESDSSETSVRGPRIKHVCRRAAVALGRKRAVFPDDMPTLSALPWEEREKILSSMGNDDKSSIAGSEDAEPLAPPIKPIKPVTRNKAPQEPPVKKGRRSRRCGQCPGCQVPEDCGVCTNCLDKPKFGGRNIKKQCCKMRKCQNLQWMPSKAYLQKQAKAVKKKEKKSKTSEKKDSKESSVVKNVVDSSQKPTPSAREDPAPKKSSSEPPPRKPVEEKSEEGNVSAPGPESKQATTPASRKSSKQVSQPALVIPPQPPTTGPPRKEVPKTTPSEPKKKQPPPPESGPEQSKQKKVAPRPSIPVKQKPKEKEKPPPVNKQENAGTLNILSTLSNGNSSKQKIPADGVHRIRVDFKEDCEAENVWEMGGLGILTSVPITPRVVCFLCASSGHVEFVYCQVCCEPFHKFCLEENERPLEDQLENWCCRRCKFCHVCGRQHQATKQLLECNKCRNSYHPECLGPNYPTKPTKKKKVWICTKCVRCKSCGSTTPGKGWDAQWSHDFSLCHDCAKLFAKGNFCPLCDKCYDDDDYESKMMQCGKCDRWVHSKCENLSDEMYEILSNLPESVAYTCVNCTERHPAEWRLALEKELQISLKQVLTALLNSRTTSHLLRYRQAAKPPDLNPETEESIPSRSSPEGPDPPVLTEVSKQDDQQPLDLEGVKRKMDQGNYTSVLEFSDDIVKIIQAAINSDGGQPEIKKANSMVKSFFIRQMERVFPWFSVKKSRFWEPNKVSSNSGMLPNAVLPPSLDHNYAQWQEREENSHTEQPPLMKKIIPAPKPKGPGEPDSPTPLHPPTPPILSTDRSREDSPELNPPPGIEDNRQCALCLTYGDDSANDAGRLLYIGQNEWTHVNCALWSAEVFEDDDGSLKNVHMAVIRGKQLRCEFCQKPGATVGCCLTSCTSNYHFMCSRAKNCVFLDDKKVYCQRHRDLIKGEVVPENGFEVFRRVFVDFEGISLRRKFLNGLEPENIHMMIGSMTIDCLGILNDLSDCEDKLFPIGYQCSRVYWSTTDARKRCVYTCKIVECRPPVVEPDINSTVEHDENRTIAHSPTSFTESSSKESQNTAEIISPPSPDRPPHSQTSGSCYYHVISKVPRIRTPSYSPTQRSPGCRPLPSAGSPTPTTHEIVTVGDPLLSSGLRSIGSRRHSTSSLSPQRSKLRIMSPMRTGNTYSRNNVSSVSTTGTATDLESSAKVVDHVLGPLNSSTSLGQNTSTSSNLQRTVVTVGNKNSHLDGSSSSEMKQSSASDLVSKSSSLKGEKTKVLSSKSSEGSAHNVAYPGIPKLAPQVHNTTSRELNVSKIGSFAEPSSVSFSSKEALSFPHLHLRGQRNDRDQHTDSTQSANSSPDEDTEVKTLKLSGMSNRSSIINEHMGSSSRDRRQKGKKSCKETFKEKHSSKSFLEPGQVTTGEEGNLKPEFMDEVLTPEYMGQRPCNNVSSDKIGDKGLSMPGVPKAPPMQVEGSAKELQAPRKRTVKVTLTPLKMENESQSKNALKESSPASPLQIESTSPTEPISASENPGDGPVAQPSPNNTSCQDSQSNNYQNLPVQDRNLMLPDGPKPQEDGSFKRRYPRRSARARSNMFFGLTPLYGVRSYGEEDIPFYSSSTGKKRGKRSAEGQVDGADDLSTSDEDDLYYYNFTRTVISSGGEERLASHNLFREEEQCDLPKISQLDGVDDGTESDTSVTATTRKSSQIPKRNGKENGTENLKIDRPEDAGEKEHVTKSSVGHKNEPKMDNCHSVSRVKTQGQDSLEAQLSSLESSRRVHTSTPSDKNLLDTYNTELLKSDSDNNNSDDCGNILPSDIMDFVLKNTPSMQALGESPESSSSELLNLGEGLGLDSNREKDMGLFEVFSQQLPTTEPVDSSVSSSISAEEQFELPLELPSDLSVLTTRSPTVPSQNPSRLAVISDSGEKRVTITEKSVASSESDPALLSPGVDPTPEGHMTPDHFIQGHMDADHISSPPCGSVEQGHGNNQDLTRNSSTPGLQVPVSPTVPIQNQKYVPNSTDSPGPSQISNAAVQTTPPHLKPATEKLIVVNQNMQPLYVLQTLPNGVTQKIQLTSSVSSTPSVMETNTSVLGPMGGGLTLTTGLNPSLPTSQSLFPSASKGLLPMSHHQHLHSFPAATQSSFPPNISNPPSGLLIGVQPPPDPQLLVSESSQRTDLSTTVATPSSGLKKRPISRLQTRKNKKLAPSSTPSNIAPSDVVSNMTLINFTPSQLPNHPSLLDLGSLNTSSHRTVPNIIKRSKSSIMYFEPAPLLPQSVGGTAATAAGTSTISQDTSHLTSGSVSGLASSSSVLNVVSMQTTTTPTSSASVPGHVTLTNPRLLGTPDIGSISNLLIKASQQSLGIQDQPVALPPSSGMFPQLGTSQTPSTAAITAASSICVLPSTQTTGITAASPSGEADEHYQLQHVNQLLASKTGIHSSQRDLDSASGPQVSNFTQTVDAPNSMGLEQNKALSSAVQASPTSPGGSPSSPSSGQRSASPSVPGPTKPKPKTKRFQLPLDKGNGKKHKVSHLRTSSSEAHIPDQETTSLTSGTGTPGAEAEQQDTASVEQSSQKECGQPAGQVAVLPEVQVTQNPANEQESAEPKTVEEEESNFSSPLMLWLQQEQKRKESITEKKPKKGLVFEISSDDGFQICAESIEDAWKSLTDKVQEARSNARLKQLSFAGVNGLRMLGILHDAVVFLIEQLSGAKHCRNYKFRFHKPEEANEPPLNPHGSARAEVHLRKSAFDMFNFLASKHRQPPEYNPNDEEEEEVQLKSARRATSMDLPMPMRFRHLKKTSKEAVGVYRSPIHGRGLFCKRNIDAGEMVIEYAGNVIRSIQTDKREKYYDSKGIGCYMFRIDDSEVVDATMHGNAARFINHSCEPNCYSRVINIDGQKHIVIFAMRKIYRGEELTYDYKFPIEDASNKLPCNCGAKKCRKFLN
#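 Steps: dispense CXXC domain solution (7 uM) → pin compounds or unlabeled HOX-A9 DNA control → 5 min ambient → add FLSN-HOX-A9 solution (50 nM) → spin → 30 min ambient → fluorescence polarization. Tris pH 7.5/NaCl/DTT/BSA buffer.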
# B2AR arrestin: recruits beta-arrestin to the human beta2-adrenergic receptor. beta-arrestin recruitment to beta2AR, cell-based reporter. hit rate 0.02% among 330,000. AID 492947. P07550. Potency, µM (top dose mostly 46.1 µM), without a hit: top-dose activation, hits mostly activators;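 also: potency is read from the fitted curve at half-maximal effect; 0% = DMSO controls and full agonism = EC100 isoproterenol or metaproterenol; nearly all actives have a fitted effect of over 65% in size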
# ELG1 repair inh: blocks ELG1-dependent DNA repair in HEK293T cells; HEK293T ELG1-luciferase reporter, luminescence, 16 h; DNA damage induced by 5-fluorouridine; hit rate 2.3% among 330,000; AID 504467; Potency, µM (titrated, usually from 46.1 µM), for the others: at the top dose activity change, negative = inhibition, actives largely listed as inhibitors; also: potency is read from the fitted curve at half-maximal effect; % is scaled to controls: 0 for no effect and ±100 for the full control effect; nearly all actives have a fitted effect of over 55% in size
#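 5-Fluorouridine DNA damage + compound/DMSO, 2,000 cells/well, 16 h, 37 °C/5% CO2. ONE-Glo, 30 min RT, luminescence. Readout = decrease in reporter signal.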
# TRPV1 agonist: human TRPV1 agonism | AID 540275 | Q8NER1 | TRPV1-expressing cells, Fluo-8 calcium influx, agonist mode | activation, % at 8.33 µM | hit rate 0.19% among 320,000; in the data active = activation above about 80%; inconclusive = between about 30% and that limit; also: 0% is about no effect
#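 Fluo-8 calcium influx in TRPV1-expressing cells, kinetic read (ex 480/em 520 nm). Compound added and read 3 min for agonist activity, followed by capsaicin at EC20 final and 2 min further read for enhancement.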
# BRCA1 expr act: increases BRCA1 expression. MCF7-BRCA1-FFLuc reporter, luminescence, 48 h; response scale: scaled: vehicle 0%, 10 µM genistein 100%. Potency, µM (highest dose often 46.1 µM), for the others: top-dose activation, most hits filed as activators. hit rate 1.1% among 380,000; also: potency is read from the fitted curve at half-maximal effect; nearly all actives have a fitted effect of over 80% in size; some results filed as inactive show a strong effect at the top dose
#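 48 h compound treatment of MCF7-BRCA1-FFLuc cells (phenol-red free MEM, 37 °C), then 15 min with luciferase substrate and luminescence imaging.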
# TSG101-PTAP inh: blocks PTAP/TSG101 interaction to inhibit HIV-1 budding; Q99816; Fluorescence polarization, FITC-PTAP peptide / Tsg101 binding; Potency, µM (titrated, usually from 115 µM), for inactives: at the highest dose activity change, negative = inhibition, usual class: inhibitors; 340,000 tested, under 10 active; AID 493005; active = well fitted inhibition curve with a large enough effect in the main read-out, with a control signal flat, not every such curve was filed as active; inconclusive = small, poorly fitted or top-dose-only effect, or effect the other way, or a change in a side signal; inactive = no such curve, though single readings can be large or run the other way; also: potency is read from the fitted curve at half-maximal effect; % of control where 0% means no effect
#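 Compounds were pin-transferred onto Tsg101 binding domain (10 uM final) in HEPES pH 7.5 buffer, then FITC-PTAP peptide was added at 50 nM final. After 20 min at RT, polarization reported peptide displacement across a qHTS concentration series.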
# a7 integrin act: activators of alpha7 integrin expression for muscular dystrophy | alpha7betagal myoblasts, beta-gal FDG fluorescence, 48 h | Potency, µM (highest dose often 38.3 µM), inactives show at the top dose activation, most hits filed as activators | hit rate 0.064% among 350,000;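 also: potency is read from the fitted curve at half-maximal effect; 100% = response of the positive control SU9516; nearly all actives have a fitted effect of over 60% in size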
#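 Alpha7betagal+/- myoblasts (passage 13) were plated 16-24 hr, then exposed to compounds (1:260 dilution of DMSO stock) for 48 hours at 37C. After MPER lysis, β-galactosidase reporter activity was read as FDG fluorescence (ex 480/em 540) after 30 minutes.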
# TCR act: T cell receptor activation; 330,000 tested, under 10 active; Potency, µM (highest dose often 9.22 µM), for the others: at the top dose activation of IL-2 secretion, hits mostly activators; AID 504894; primary human leukocytes, anti-CD3, IL-2 HTRF, 48 h; also: % of control where 0% means no effect
#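 Using a-CD3 beads without co-stimulation, primary human leukocytes were exposed to compounds for 48 hr. An HTRF IL-2 kit measured the cytokine, with europium-to-d2 energy transfer producing emission at 665nm upon 320nm excitation.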
# AT treatment: potential ataxia-telangiectasia treatment; […] A-T fibroblasts, KAP-1 phosphorylation AlphaLISA; neocarzinostatin DNA damage 30 min before lysis; hit rate 0.19% among 320,000; AID 485349; Potency, µM (top dose mostly 57.5 µM), without a hit: at the top dose activation, usual class: activators; also: potency is read from the fitted curve at half-maximal effect; % of control where 0% means no effect; nearly all actives have a fitted effect of over 45% in size
#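 hTERT-immortalized A-T patient fibroblasts ([…]), 500 cells/well in OPTI-MEM, 1% FBS, got compounds for 60 min, then NCS for 30 min at 37C. Lysates were then assayed for phospho-KAP-1 by AlphaLISA (anti-pKAP1 donor, anti-KAP1 acceptor beads), 6 hr at 25C.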
# p53 reactivation: re-activators of mutant p53. H1299 p53-A138V BP100-luciferase reporter, luminescence, 24 h. Potency, µM (series often up to 92.2 µM), without a hit: at the highest dose activity change, positive = activation, usual class: activators. hit rate 0.063% among 320,000. AID 504706; also: potency is read from the fitted curve at half-maximal effect; % of control where 0% means no effect; nearly all actives have a fitted effect of over 45% in size
#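 p53-null H1299 cells stably carrying temperature-sensitive p53-A138V and a BP100-luciferase reporter were pinned with compounds (4-point, 1:5 series) and held 24 hrs at 37 deg C. Luminescence was read 10 min after detection reagent.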
# An asterisk follows results filed as active; ? = inconclusive; · = no result given; [ ] = another dose, or the depositor's remark. Unless noted, calls follow the shape of the dose curve; as a rule, active = well fitted curve in the direction sought with a large enough effect; inconclusive = small, poorly fitted or top-dose-only effect, or another doubt; inactive = no such curve, though single readings can be large; an effect the other way counts as inactive or inconclusive.
# The first 8 compounds, ahead of the listing:
SMILES,MLL CXXC-DNA inh,B2AR arrestin,ELG1 repair inh,TRPV1 agonist,BRCA1 expr act,TSG101-PTAP inh,a7 integrin act,TCR act,AT treatment,p53 reactivation
O=C(N/N=C\c1cc([N+](=O)[O-])ccc1N1CCCC1)c1ccccn1,?,-0.2%,?,-6,54%,?,0%,8%,-1%,0%
CN(C(=O)CSc1nnc(-c2ccco2)n1Cc1ccccc1)C1CCS(=O)(=O)C1 (stereo not given),·,-0.1%,5%,-3,-4%,-1%,0%,0%,7%,5%
O=C(Nc1cccc(Cl)c1)N1CCCCCC1,3%,-0.3%,?,21,70%,-6%,-5%,·,-3%,9%
CCN(CC)S(=O)(=O)c1ccc2oc(C(=O)N3CCc4ccccc4C3)c(C)c2c1,1%,0.8%,?,?,-49%,2%,11%,-2%[46.1 µM],3%,-6%
Clc1ccc(C2CC(c3cccs3)n3ncnc3N2)cc1 (stereo not given),-4%,-0.6%,3%,11,-1%,-4%,-3%,-6%,70%,-1%
O=C(CSc1ccccc1)NCC(c1ccco1)N1CCCCC1 (stereo not given),·,0.1%,?,9,-13%,-1%,0%,0%,-1%,2%
O=C(OCC(=O)N1CCCC1)c1ccc(NS(=O)(=O)c2cccs2)cc1O,12%,0.3%,9%,-4,33%,1%,-22%,-2%,-1%,-3%
CCCCCCCN1C=CC(=O)CC1,-5%,-0.7%,10%,24,-7%,·,-9%,-4%,10%,1%

# The list itself, from the start:
SMILES,MLL CXXC-DNA inh,B2AR arrestin,ELG1 repair inh,TRPV1 agonist,BRCA1 expr act,TSG101-PTAP inh,a7 integrin act,TCR act,AT treatment,p53 reactivation
O=C(N/N=C\c1cc([N+](=O)[O-])ccc1N1CCCC1)c1ccccn1,?,-0.2%,?,-6,54%,?,0%,8%,-1%,0%
CN(C(=O)CSc1nnc(-c2ccco2)n1Cc1ccccc1)C1CCS(=O)(=O)C1 (stereo not given),·,-0.1%,5%,-3,-4%,-1%,0%,0%,7%,5%
O=C(Nc1cccc(Cl)c1)N1CCCCCC1,3%,-0.3%,?,21,70%,-6%,-5%,·,-3%,9%
CCN(CC)S(=O)(=O)c1ccc2oc(C(=O)N3CCc4ccccc4C3)c(C)c2c1,1%,0.8%,?,?,-49%,2%,11%,-2%[46.1 µM],3%,-6%
Clc1ccc(C2CC(c3cccs3)n3ncnc3N2)cc1 (stereo not given),-4%,-0.6%,3%,11,-1%,-4%,-3%,-6%,70%,-1%
O=C(CSc1ccccc1)NCC(c1ccco1)N1CCCCC1 (stereo not given),·,0.1%,?,9,-13%,-1%,0%,0%,-1%,2%
O=C(OCC(=O)N1CCCC1)c1ccc(NS(=O)(=O)c2cccs2)cc1O,12%,0.3%,9%,-4,33%,1%,-22%,-2%,-1%,-3%
CCCCCCCN1C=CC(=O)CC1,-5%,-0.7%,10%,24,-7%,·,-9%,-4%,10%,1%
N/C(=N\OC(=O)c1ccc2ccccc2c1)c1ccc(Br)cc1,-3%,-0.2%,?,-3,42%,1%,8%,-3%[46.1 µM],8%,22%
Cc1cccc(N(Cc2ccccc2)C(=O)CSC(C)C(=O)Nc2cc(C)on2)c1 (stereo not given),·,0.1%,4%,?,-4%,-2%,7%,-1%,1%,-1%
O=c1cc(N2CCCCC2)c(-c2ccccc2)nn1Cc1cccc(F)c1,12%,-0.1%,?,?,-56%,-8%,?,1%,4%,-2%
Cc1c(C(=O)N(C)CC(=O)Nc2cccc(F)c2)oc2c(Cl)cccc12,·,-0.2%,-1%,14,-26%,0%,-19%,2%,5%,9%
COc1ccc(C(=O)NCC(c2ccco2)N2CCc3ccccc32)cc1 (stereo not given),·,0.3%,27%,23,-40%,-7%,-13%,4%,0%,-2%
O=C(COC(=O)c1ccccc1F)Nc1cc(S(=O)(=O)N2CCOCC2)ccc1N1CCCC1,-3%,0.2%,7%,6,1%,0%,-17%,-5%,-1%,3%
COc1cccc2cc(C(=O)NC(C)C3CCCO3)c(=O)oc12 (stereo not given),14%,0.4%,?,-5,50%,-5%,-1%,3%,0%,17%
Nc1ccc(O)c2c1C(=O)c1ccccc1C2=O,12%,0.6%,-20%,-2,?,-15%,-9%,4%,·,-1%
CCc1cc(CNC(=O)c2ccc(OC3CCN(CCc4ccccc4)CC3)cc2)on1,3%,0.4%,0%,-2,-2%,-2%,-36%,0%,4%,-4%
CC(NC(=O)c1ccccc1F)c1ccccc1 (stereo not given),-17%,-0.1%,-1%,4,16%,0%,14%,1%,0%,-3%
CN(C(=O)COC(=O)c1cc([N+](=O)[O-])ccc1N1CCCC1)C1CCS(=O)(=O)C1 (stereo not given),11%,0.0%,10%,0,-8%,-1%,4%,-11%,-3%,-1%
O=C(COc1ccccc1F)OCC(=O)c1ccc([N+](=O)[O-])cc1,·,0.4%,0%,·,-1%,-2%,8%,2%,8%,1%
CCOC(=O)Cn1c(=O)n(C2CCCC2)c(=O)c2ccccc21,-5%,-0.3%,7%,28,-27%,-4%,-3%,-2%,-3%,-11%
Cc1snc(S(=O)(=O)/C(C#N)=N/Nc2ccc(C(F)(F)F)cc2)c1C#N,-23%,0.2%,3%,26,-46%,-6%,-33%,-1%,-2%,-5%
Cc1cc(C)c2[nH]c(=O)c(CN(Cc3cccs3)C(=S)NCc3ccco3)cc2c1,21%,-0.8%,21µM*,5,-49%,1%,-5%,4%,·,-2%
Cc1cc(C)c(NC(=O)c2ccc(CNS(=O)(=O)c3cc(C(F)(F)F)ccc3Cl)cc2)c(C)c1,1%,-0.6%,-17%,0,-55%,-3%,1%,-8%[46.1 µM],-1%,7%
O=c1[nH]c(C2CCN(S(=O)(=O)c3ccc4c(c3)OCCO4)CC2)nc2c1nnn2Cc1ccccc1F,-3%,0.3%,?,-3,0%,-1%,-24%,4%,15%,-5%
CN(CC(=O)N1CCN(c2ccc(F)cc2)CC1)S(=O)(=O)c1ccc(F)cc1,-1%,-0.7%,?,7,21%,-3%,2%,6%,·,27%
COc1ccc2oc(C(=O)OCC(=O)N3CCC(C)CC3)c(C)c2c1,-3%,0.1%,9%,?,-1%,-5%,-11%,-2%,-4%,-5%
COC(=O)[C@H](Cc1ccccc1)NC(=O)NC(C)CCc1ccccc1 (stereo not given in full),7%,0.4%,-4%,1,1%,0%,?,-1%,-3%,-4%
O=C(Nc1ccc(F)cc1)C1CC(=O)n2ncnc2N1 (stereo not given),2%,-0.2%,?,1,-8%,0%,-11%,6%,-1%,1%
O=C(NCc1cccc(F)c1)c1ccc2nc(N3CCOCC3)sc2c1,-6%,-0.4%,?,4,-9%,-1%,3%,2%,-5%,·
O=C(Nc1ccccc1)c1c(F)c(F)c(F)c(F)c1F,3%,0.1%,-17%,?,-32%,-5%,-61%[inhibitor],·,1%,14%
CCOc1cc(CN2CCN(C(=O)c3ccco3)CC2)ccc1OC,-1%,-0.1%,-12%,0,13%,0%,-8%,6%,7%,2%
COC(=O)c1cc2c(ccn2C)n1C,-1%,0.3%,3%,0,-5%,-2%,26%,-3%,0%[11.5 µM],0%
CCN1CCN(c2ccc(S(=O)(=O)N3CCCCC3)cc2NC(=O)COc2cc(C)ccc2Cl)CC1,·,-0.4%,?,17,-63%,-2%,-64%[inhibitor],-2%,3%,8%
CCCN(CC(=O)Nc1ccccc1C)C(=O)c1cc(C)oc1C,·,0.0%,-1%,4,0%,-6%,4%,-3%,3%,-4%
COC(CNC(=O)c1cc(Sc2nnc(C)s2)nc2ccccc12)OC,8%,0.4%,7%,2,-19%,-1%,-18%,0%[46.1 µM],-2%,-10%
C=CCn1c(C(CCCC)CC(O)COCC(C)C)n[nH]c1=S (stereo not given),-3%,-0.2%,-8%,2,-6%,-4%,6%,-2%,-1%,-6%
O=C(c1cc2cc(Cl)ccc2oc1=O)N1CCOCC1,2%,0.2%,?,1,-3%,-4%,7%,3%,-6%,4%
C(=C\c1cccc2ccccc12)/c1nnc(-c2cccs2)o1,3%,-0.2%,3%,23,61%,-3%,0%,6%,24%,4%
CCCC1=[N+](CC)CCn2c(C)ccc21,-6%,-0.5%,3%,-2,-44%,0%,-59%[inhibitor],2%,1%,2%
CCOC(=O)C1=CNS(=O)(=O)NC1c1ccc(C(F)(F)F)cc1 (stereo not given),·,-1.4%,9%,·,4%,3%,38%,7%[46.1 µM],10%,-6%
Cc1cc(C)c(S(=O)(=O)Nc2cccnc2)c(C)c1,-2%,-0.4%,-4%,-1,-6%,-4%,28%,-3%,4%,-15%

# Screening results from PubChem.
